# Assay outcomes from PubChem BioAssay.
# TPT1 inhibitor: C. albicans TPT1 enzyme inhibition | recombinant caTPT1, FP RNA substrate dephosphorylation | inhibition, % at 5 µM | actives 0.81% (n = 300,000) | AID 1962;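 active = inhibition above the mean of all tested compounds plus 3 SD, set per screening campaign, cut at about 24% in these data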;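 also: plate controls were DMSO alone for no effect and ferristatin control at 100 nM for full effect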
# PP1 counter: counter-screen for PP5 inhibitors: inhibitors of human PP1-alpha | inhibition, % at 6.7 µM | actives 0.9% (n = 320,000) | P62136 | purified PP1alpha, OMFP fluorescence | AID 2235;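 active = inhibition above the mean inhibition of all tested compounds plus 3 SD, computed separately for each screening campaign, cut at about 15% in these data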
# Target sequence (P62136 whole entry, looked up): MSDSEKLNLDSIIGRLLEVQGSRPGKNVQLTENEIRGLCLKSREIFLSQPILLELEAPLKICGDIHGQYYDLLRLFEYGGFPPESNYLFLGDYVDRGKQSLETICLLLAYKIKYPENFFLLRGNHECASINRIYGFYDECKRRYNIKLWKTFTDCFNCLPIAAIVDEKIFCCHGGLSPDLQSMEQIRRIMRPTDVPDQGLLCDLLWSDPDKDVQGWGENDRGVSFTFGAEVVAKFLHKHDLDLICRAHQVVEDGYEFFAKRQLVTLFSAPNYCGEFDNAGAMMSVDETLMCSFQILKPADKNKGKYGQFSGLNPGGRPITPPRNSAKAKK
# Efflux pump inh: antifungal efflux pump inhibition, Nile Red retention; S. cerevisiae Candida pump triplex; inhibition, % at 10 µM; actives 0.44% (n = 330,000); AID 485275;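 active = plate passing quality check with inhibition over a set limit, or well fluorescence over plate mean plus 4 SD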;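 also: Nile Red retained in pooled yeast measured as flow cytometry median fluorescence; 0% = buffer negative control and 100% = Enniatin B positive control; higher means more Nile Red kept so more efflux inhibition; some compounds called inactive have numbers as strong as hits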
# PREPL inhibitor: inhibitors of human prolyl oligopeptidase-like enzyme PREPL; Q4J6C6; actives 0.68% (n = 320,000); recombinant PREPL, fluorescence polarization activity-based probe; inhibition, % at 5.96 µM; in the data active = inhibition above about 43%;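 also: 0% = enzyme with DMSO and 100% = wells lacking enzyme; many of its hits are not listed in these tables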
# LYPLA2 inh: counter-screen for PME1 inhibitors: inhibitors of human LYPLA2; O95372; recombinant LYPLA2, FP-Rh probe fluorescence polarization; inhibition, % at 5.9 µM; actives 0.38% (n = 320,000); AID 2177;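 active = inhibition above the screen-wide mean plus 3 SD, limit set per campaign, cut at about 26% in these data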;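 also: 0% = LYPLA2 with DMSO and 100% = wells lacking LYPLA2 enzyme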
# Target sequence (O95372 whole entry, looked up): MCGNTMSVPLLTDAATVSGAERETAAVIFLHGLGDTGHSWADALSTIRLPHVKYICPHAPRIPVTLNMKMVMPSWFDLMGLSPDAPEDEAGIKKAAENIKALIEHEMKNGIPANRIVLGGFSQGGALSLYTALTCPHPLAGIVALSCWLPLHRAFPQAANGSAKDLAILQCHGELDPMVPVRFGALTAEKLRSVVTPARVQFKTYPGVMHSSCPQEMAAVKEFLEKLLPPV
# HCV core dimer: blocks dimerization of HCV core protein; TR-FRET GST/Flag-core106 dimerization, 1536-well; inhibition, % at 5 µM; actives 0.33% (n = 300,000);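 active = inhibition above the mean of all tested compounds plus 3 SD, set per screening campaign, cut at about 45% in these data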
#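 System: GST/Flag-tagged HCV core106 proteins. Incubation: compound-protein-antibody incubation 4 h at 22.5 °C. Technique: HTRF with 340 nm excitation, 617/671 nm emission. Medium: KF-containing HEPES buffer, pH 7.45, DTT, CHAPS, BSA. Read-out: inhibition (%) from 671 over 617 nm ratio. Also added: Eu(K)-anti-GST 90 ng/mL plus XL665-anti-Flag 1 µg/mL.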
# Fh CTSL1 inh: counter-screen for PFM18AAP inhibitors: inhibitors of F. hepatica cathepsin L1. recombinant F. hepatica cathepsin L1, Z-Leu-Arg-MCA fluorescence. inhibition, % at 5.96 µM. actives 0.49% (n = 300,000);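 active = inhibition above the mean of all tested compounds plus 3 SD, set per screening campaign, cut at about 17% in these data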;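 also: 0% = plate median of test compound wells and 100% = 1 µM Z-Phe-Ala-diazomethylketone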
# PP5 primary: blocks human protein phosphatase 5 activity; P53041; actives 0.18% (n = 320,000); purified PP5c, OMFP substrate fluorescence; inhibition, % at 6.7 µM;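 active = inhibition above the campaign's mean inhibition across all tested compounds plus 3 SD, cut at about 9.5% in these data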;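 also: 0% = DMSO only and 100% = 100 µM cantharidin control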
# Target sequence (P53041 whole entry, looked up): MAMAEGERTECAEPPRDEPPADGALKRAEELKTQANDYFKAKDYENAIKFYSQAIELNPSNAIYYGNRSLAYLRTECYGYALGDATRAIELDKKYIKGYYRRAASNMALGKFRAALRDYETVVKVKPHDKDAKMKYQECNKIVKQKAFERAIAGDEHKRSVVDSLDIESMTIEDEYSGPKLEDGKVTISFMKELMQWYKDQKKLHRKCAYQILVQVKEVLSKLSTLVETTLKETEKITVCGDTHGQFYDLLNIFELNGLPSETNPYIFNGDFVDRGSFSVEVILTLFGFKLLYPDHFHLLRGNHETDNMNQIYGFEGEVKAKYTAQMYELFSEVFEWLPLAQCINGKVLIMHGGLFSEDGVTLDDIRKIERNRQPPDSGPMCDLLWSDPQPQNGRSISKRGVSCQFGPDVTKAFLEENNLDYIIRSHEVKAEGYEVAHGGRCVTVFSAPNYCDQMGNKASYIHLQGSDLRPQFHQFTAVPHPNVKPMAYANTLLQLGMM
# GASC-1 inh: human JMJD2C demethylase inhibition; inhibition, % at 2.35 µM; GST-JMJD2C(1-420) H3K9me3 demethylation, DELFIA europium; Q9H3R0; actives 0.069% (n = 330,000); AID 2099;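 active = more than half of a compound's replicate wells show inhibition beyond 50%, single wells judged on their own value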;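 also: signal counts dimethyl H3K9 product captured on neutravidin plate; 0% = median of DMSO wells and 100% = 0.3 times that DMSO median; strong numbers were not always called active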
# * hit, by the source's call; i = inactive; · = no result given; & = joins results of further samples. Some of the compounds tested; rates above refer to the full screens.
SMILES,TPT1 inhibitor,PP1 counter,Efflux pump inh,PREPL inhibitor,LYPLA2 inh,HCV core dimer,Fh CTSL1 inh,PP5 primary,GASC-1 inh
COc1ccc(C(=O)N2CCC(C(=O)Nc3ccc(C)cc3)CC2)cc1,3,-1,0.0,-9,-5,2,1,-0.6,-3
O=C(Cn1cc2c(n1)CCCCC2)NCCN1CCOCC1,-2,-6,0.2,5,-2,-5,-1,2.1,0
O=C1OCC2=C1C(c1ccc(F)cc1)CC(=O)N2c1ccc(F)cc1 (stereo not given),0,-3,-0.1,9,1,1,-2,-2.1,-3
Cc1ccc(NC(=O)CCC(=O)N2CCC(C)CC2)c([N+](=O)[O-])c1,-2,-2,0.4,5,-6,1,0,0.9,5
O=C(Oc1ccc(Br)cc1C(=S)N1CCCC1)c1ccccc1Cl,2,5,0.1,2,2,8,1,3.1,14
CCCOc1ccccc1C(=O)NCCCC(=O)O,-4,-5,-0.1,-7,5,-2,1,2.0,5
O=C(NC1CCCC1)C(c1cccnc1)N(C(=O)c1csnn1)c1ccccc1 (stereo not given),0,-2,0.2,-2,-4,1,0,6.2,11
CCC(C(=O)NC1CCCCC1)N(Cc1cccs1)C(=O)CCC(=O)Nc1cc(C)on1 (stereo not given),1,0,0.0,0,-3,-3,-4,-1.0,1
CCOC(=O)c1cc2c(=O)n3ccccc3nc2n(C(C)C)c1=NC(=O)c1ccco1,2,3,-0.1,2,-2,5,0,-2.3,2
COc1ccc(CCNC(=O)C2CC3Cn4c(nc5cc(C)c(C)cc54)C3N2C)cc1 (stereo not given),1,-2,-0.1,7,-3,-11,1,-2.1,15
COCCSc1ccccc1C(=O)Nc1nnc(COC)s1,3,-3,0.0,17,-2,1,-1,5.1,8
CCCCOc1ccc(S(=O)(=O)n2c(C)nc3ccccc32)cc1,0,1,0.1,1,3,-2,-2,1.1,-3
CC(CN1CCCC1)C(=O)NN (stereo not given),-4,1,-0.2,8,7,-2,-5,1.5,2
CC(=O)Nc1ccc(S(=O)(=O)Nc2nc(C)nc3sc4c(c23)CCC4)cc1,-2,-3,-0.1,-3,-2,2,0,-1.1,-3
Cc1ccc(NC(=O)CN2C(=O)C3C4C=CC(C4)C3C2=O)cc1 (stereo not given),1,0,0.0,9,11,-2,-5,2.0,-19
COc1ccc(OC)c(C2C(C(=O)N(C)C)=C(C)Nc3nc4ccccc4n32)c1 (stereo not given),5,1,0.1,2,-5,2,4,-0.7,7
CCc1c(C(C)S(=O)(=O)c2ccccc2)[nH]c(=O)n1CC (stereo not given),0,2,-0.1,9,-4,-5,-3,2.3,12
CN(C)CCN(Cc1cc2cc3c(cc2[nH]c1=O)OCO3)C(=S)NCc1ccco1,-8,1,-0.3,13,2,-1,4,-0.7,-22
COc1ccc(NC(=O)CSc2nc3[nH]ncc3c(=O)[nH]2)cc1OC,-2,-4,0.0,21,3,-2,0,1.1,-14
COc1ccc([N+](=O)[O-])cc1NC(=O)c1ccc(-n2nc(C)cc2C)cc1,1,6,-0.1,-5,1,16,1,0.6,2
O=C(COC(=O)c1ccccc1NCCO)Nc1cc(C(F)(F)F)ccc1N1CCOCC1,2,-1,-0.1,26,11,5,0,6.3,2
COc1cc2c(C(=O)NCCCOC(C)C)cn(CC(C)C)c(=O)c2cc1OC,0,-1,-0.2,-7,5,0,-1,-1.6,-1
Brc1ccc2[nH]ncc2c1,0,-4,-0.2,-8,0,-1,0,-1.5,6
COc1ccccc1CCNC(=O)C(=O)Nc1cc2c3c(c1)C(C)C(=O)N3CCC2 (stereo not given),0,-8,0.0,13,2,9,0,1.7,i
COc1cccc(/C=N/NC(=O)C(=O)NCc2cccnc2)c1OC,12,-2,0.0,8,-2,-1,5,-0.1,18
COc1cccc(-c2sc3ccc(OC)cc3c2C#CCCO)c1,·,0,0.1,6,-13,·,·,3.5,-8
CCOc1cccc(/C=N/NC(=O)c2cccnc2)c1O,3,-2,-0.1,-8,2,-1,0,-0.3,9
CSCCC(NC(=O)c1ccccc1Cl)C(=O)N1CCCCC1 (stereo not given),·,-2,0.3,6,7,·,·,3.1,-4
COc1ccc(C(=O)OCC(=O)N(C)C2CCS(=O)(=O)C2)cc1Br (stereo not given),·,-2,0.0,8,-2,·,·,0.3,-2
CSc1ccc(/C=C(/NC(=O)c2ccc(C)cc2)C(=O)Nc2cccc(C)c2)cc1,-5,14,-0.2,-5,-7,29,2,-0.3,23
Nc1nonc1-c1noc(N2CCOCC2)n1,-3,-3,0.1,8,0,1,1,-0.2,4
CCSc1nnc(NC(=O)C2CCCCC2)s1,-1,2,-0.1,5,-1,-2,2,3.0,-1
CCC(Sc1ccc2nnc(-c3ccc(F)cc3)n2n1)C(=O)OC (stereo not given),2,1,0.2,10,1,3,5,0.1,-3
Nc1ncnc2c1ncn2Cc1ccccc1,1,1,-0.1,-4,-1,-4,1,1.8,-30
Cc1cccc(N(CC(=O)N2CCN(c3ccccc3F)CC2)S(C)(=O)=O)c1,-3,-1,0.0,-2,-6,-1,-4,-2.2,-6
CC(C)N(C)Cc1cn(C)nc1-c1ccc(Oc2ccccc2)cc1,1,-4,0.3,25,-7,-5,-3,1.1,17
CN(C)CCN(C(=O)c1ccco1)c1nc2cc3c(cc2s1)OCCO3,-1,2,0.2,-6,-4,4,1,-0.5,0
O=C(Nc1cccc(C(F)(F)F)c1)C1CCN(S(=O)(=O)c2cnc[nH]2)CC1,1,-4,0.0,-3,-2,-1,-3,-0.3,17
Cc1cc(C)cc(N(C(=O)c2ccco2)C(C(=O)NC2CCCC2)c2ccncc2)c1 (stereo not given),1,-12,0.0,3,-2,-16,-37,-5.3,5
O=C(Nc1ccc2c(c1)CCC2)c1cccc(S(=O)(=O)N2CCN(c3ccc(F)cc3)CC2)c1,1,2,-0.1,-2,-34,22,1,2.9,8

# Ordered by value in Efflux pump inh (high to low): some entries from above.
Compound	Efflux pump inh
COc1ccc(OC)c(C2C(C(=O)N(C)C)=C(C)Nc3nc4ccccc4n32)c1 (stereo not given)	0.1
COc1ccc(C(=O)OCC(=O)N(C)C2CCS(=O)(=O)C2)cc1Br (stereo not given)	0.0
O=C(Nc1ccc2c(c1)CCC2)c1cccc(S(=O)(=O)N2CCN(c3ccc(F)cc3)CC2)c1	-0.1

# Carrying on:
SMILES,TPT1 inhibitor,PP1 counter,Efflux pump inh,PREPL inhibitor,LYPLA2 inh,HCV core dimer,Fh CTSL1 inh,PP5 primary,GASC-1 inh
CCOC(=O)c1nnn2c1nc(SCC(C)=O)c1ccccc12,0,-2,-0.1,-1,-8,3,2,-1.1,5
COc1ccc(C2C(C(=O)NCC3CCCO3)c3cc(OC)c(OC)cc3C(=O)N2C)cc1OC (stereo not given),4,8,-0.1,-1,-4,-2,-1,0.1,8
Cc1ccc(C(CC(=O)NCc2ccco2)c2ccc(OC(C)C)cc2)cc1 (stereo not given),-2,-3,-0.1,6,1,4,3,4.0,5
COc1ccc(NC(=O)ON=C2c3ccccc3-c3ccccc32)cc1,0,3,0.0,0,-6,1,-2,2.9,14
CCOC(=O)[C@H]1[C@H]2COc3cc(OC)ccc3[C@@H]2N2C(=O)c3cc(OC)c(OC)cc3NC(=O)[C@@]12C,3,-4,·,15,-13,-2,0,-2.1,-1
Clc1ccc(OCc2nnc(SCc3nnc(-c4ccccc4)o3)o2)c(Cl)c1,-1,3,0.0,-43,-4,0,2,4.5,-8
O=C(NCC1CCCO1)c1ccccc1-c1nc(-c2ccccc2Cl)no1 (stereo not given),-8,-1,-0.1,18,-4,-2,3,0.1,-2
COc1ccc(-c2nc(C(F)(F)F)c(OC)o2)cc1OC,-3,-2,-0.1,2,-4,-2,0,3.2,6
O=S(=O)(c1ccc(F)cc1)N1CCN(c2nc(-c3cccnc3)nc3ccccc23)CC1,·,17*,0.1,-37,-4,·,·,2.3,5
COc1ccccc1-c1cc(C(F)(F)F)nc(S(=O)(=O)CCCC(=O)N2CCOCC2)n1,-4,4,0.2,28,-2,3,4,4.4,13
Nc1cc(S(=O)(=O)Nc2ccccc2Cl)ccc1N1CCOCC1,2,-1,0.0,0,2,3,1,-2.1,10
COc1cccc(C(=O)Nc2nnc(-c3ccc(Cl)cc3)o2)c1,0,15,0.3,-5,-7,-46,0,1.8,-2&-10
Cc1cccc(N(C)C(=O)c2cc(S(=O)(=O)N3CCc4ccccc43)cn2C)c1,-3,1,0.0,7,-1,-4,0,3.8,-5
CCOc1ccc(CCNC(=O)CS(=O)Cc2nc(-c3ccccc3C)oc2C)cc1OCC (stereo not given),-3,0,-0.1,24,1,-1,-2,1.8,-34
CCOC(=O)Cc1c(C)c2c(C)nn(-c3ccccc3)c2oc1=O,-5,-3,-0.2,-7,3,2,4,1.5,-2
O=S1(=O)C=C(Sc2nc3ccccc3s2)c2ccccc21,-1,-1,-0.3,-2,-18,1,-3,-2.8,8
Nc1cc(N)nc(SCCN2CCCCC2)n1,3,-8,0.4,0,-2,0,-1,-5.1,8
CC(NCCc1ccc(S(N)(=O)=O)cc1)C(=O)NCc1ccccc1 (stereo not given),2,-3,0.1,9,-12,12,2,-1.0,5
COCCn1c(=O)[nH]c2cc(C(=O)NCc3ccccc3)ccc2c1=O,-2,-1,-0.1,-3,-4,-2,0,0.1,-14
NC(=O)c1ccc(N=Nc2c(-c3ccccc3)[nH]n(-c3ccccc3)c2=O)cc1,1,-2,0.0,3,4,-4,-3,2.2,-13
Cc1nn(CC(C)C(=O)N2CCN(S(=O)(=O)c3ccc(Cl)cc3)CC2)c(C)c1C (stereo not given),1,-1,0.0,27,-6,-21,8,0.2,9
COc1ccc([N+](=O)[O-])cc1COc1ccc2c(-c3ccccc3)cc(=O)oc2c1,0,-2,0.1,9,2,7,1,1.7,0
CCSc1nnc(NC(=O)CCn2c(=O)oc3ccccc32)s1,1,0,0.4,-13,2,6,-5,3.7,9
CNC(=S)NNC(=O)COc1ccccc1C,-2,-2,0.1,-20,0,-3,-4,1.2,9
CCOc1ccc(N(C)S(=O)(=O)c2ccc(C)c(C(=O)NCc3cccs3)c2)cc1,·,1,-0.3,4,-4,·,·,-1.0,2
COc1cc(NC(=O)CN2C(=O)C(c3ccccc3)=NC2(C)C)cc(OC)c1,0,0,-0.1,18,1,-1,0,-2.0,7
Cc1ccc(C(=O)N2CCN(C)CC2)cc1S(=O)(=O)N1CCCCCC1,0,-1,0.0,4,27*,0,3,1.8,4
Cc1cc(C(=O)COC(=O)CNC(=O)c2ccccc2)c(C)n1CC1CCCO1 (stereo not given),-2,2,0.1,-4,7,-1,-7,-0.6,-31
COc1cc(/C=C/CN2CCC(CO)(CC3CCCCO3)CC2)ccc1O (stereo not given),-1,-8,-0.2,2,1,1,-4,-2.6,5
COC(=O)CSc1[nH]c2ccccc2c1[N+](=O)[O-],-3,2,0.0,7,5,-2,1,1.2,-9
O=C(c1ccc2c(c1)OCO2)N1CCN(S(=O)(=O)c2ccc(Cl)cc2)CC1,-1,2,0.0,17,1,-16,0,1.6,-4
COc1ccccc1N1CCN(/N=C/c2cc([N+](=O)[O-])ccc2Cl)CC1,-1,0,-0.1,-2,-6,4,4,2.1,9
